# Screening data: PubChem, several laboratories
# FXIIa inh – human FXIIa protease inhibitors, primary screen, biochemical, 1536-well; AID 800, 2007; inhibition, % at 5 µM; Coagulation factor XII (Homo sapiens), P00748; purified FXIIa, Boc-QGR-AMC fluorogenic substrate, 2 h; hit rate 0.3% among 220,000; in the data active = inhibition above about 40%;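 also: 0% = enzyme with no compound and 100% = blank without enzyme; many of its hits are not listed in these tables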
# Target sequence (P00748 20-372 limits assumed): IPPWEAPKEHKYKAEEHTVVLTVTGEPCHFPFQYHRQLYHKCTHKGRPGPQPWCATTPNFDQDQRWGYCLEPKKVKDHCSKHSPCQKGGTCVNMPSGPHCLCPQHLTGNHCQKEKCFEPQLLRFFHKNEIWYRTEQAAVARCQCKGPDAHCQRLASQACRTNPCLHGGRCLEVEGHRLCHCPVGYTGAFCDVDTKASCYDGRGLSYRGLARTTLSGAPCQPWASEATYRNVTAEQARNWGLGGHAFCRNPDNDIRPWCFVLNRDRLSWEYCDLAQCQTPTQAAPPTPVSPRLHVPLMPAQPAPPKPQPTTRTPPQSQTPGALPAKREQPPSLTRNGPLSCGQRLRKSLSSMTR
# Target sequence (P00748 373-615 limits assumed): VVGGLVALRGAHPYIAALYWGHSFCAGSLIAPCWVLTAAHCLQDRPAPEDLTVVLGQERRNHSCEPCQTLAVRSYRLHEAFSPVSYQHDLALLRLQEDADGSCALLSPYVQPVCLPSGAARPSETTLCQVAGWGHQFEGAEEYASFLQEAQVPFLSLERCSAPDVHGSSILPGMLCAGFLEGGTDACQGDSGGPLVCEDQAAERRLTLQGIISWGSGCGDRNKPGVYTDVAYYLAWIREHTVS
# 14-3-3 Bad PPI – inhibitors of 14-3-3 zeta/Bad binding, primary screen, biochemical, TR-FRET, bovine 14-3-3 zeta. TR-FRET 14-3-3zeta/Dy647-pBad peptide displacement, 1 h. hit rate 0.71% among 220,000. inhibition, % at 21.7 µM;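 active = inhibition above about 70%, limit read from the data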;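 also: 0% = full 14-3-3 plus peptide FRET controls and 100% = background without 14-3-3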
# Target sequence (P63103 whole entry, looked up): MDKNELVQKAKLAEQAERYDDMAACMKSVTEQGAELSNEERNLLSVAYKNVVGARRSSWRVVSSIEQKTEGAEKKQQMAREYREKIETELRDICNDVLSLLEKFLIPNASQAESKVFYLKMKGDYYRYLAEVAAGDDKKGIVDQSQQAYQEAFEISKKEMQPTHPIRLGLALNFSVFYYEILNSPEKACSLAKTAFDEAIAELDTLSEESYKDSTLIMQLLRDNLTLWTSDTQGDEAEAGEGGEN
# Thrombin inh – human alpha-thrombin inhibitors, primary screen, counter-screen for coagulation protease inhibitor project, biochemical, 1536-well, fluorogenic AMC substrate; Boc-VPR-AMC fluorogenic substrate cleavage; Prothrombin (Homo sapiens), P00734; AID 1046, 2008; inhibition, % at 5 µM; hit rate 0.26% among 220,000;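 active = inhibition at or above 40%; inactive = inhibition below 40%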;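 also: 0% = enzyme with no compound and 100% = wells without enzyme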
#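 Material: human alpha-thrombin protein; Also added: Boc-VPR-AMC substrate, 15 µM final; Timing: enzyme reaction carried out at room temperature; Signal: fluorescence, ex 355 nm, em 460 nm; Measure: % inhibition of thrombin; Controls: enzyme without compound as high, wells lacking enzyme as low.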
# FXIa inh 1536 – human FXIa protease inhibitors, primary screen, biochemical, 1536-well | purified FXIa, Boc-Glu-Ala-Arg-AMC fluorogenic substrate | inhibition, % at 5 µM | hit rate 0.14% among 220,000 | Coagulation factor XI (Homo sapiens), P03951;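 active = inhibition of at least 40%; inactive = inhibition below 40%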;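 also: fluorescence of freed AMC excited at 355 nm; 0% = enzyme without compound and 100% = no enzyme blank; many of its hits are not listed in these tables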
# Wee1 stabilizer – Wee1 degradation inhibitors, primary screen, cell-based, HeLa, Wee1K328M-luciferase, luminescence. hit rate 1.2% among 220,000. HeLa Luc-Wee1K328M stability; 100% = proteasome inhibitor MG132 effect. reporter increase, % at 5 µM. AID 1321, 2008;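 active = activation above the mean of all tested compounds plus 3 SD, set per screening run, cut at about 8.8% in these data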;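 also: cells exposed to compound for 20 h before luminescence read; 0% = DMSO alone and 100% = MG132 at 30 µM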
# Hck Nef HTS – inhibitors of Nef-activated human Hck kinase, primary screen, biochemical, Z-Lyte FRET, 384-well, Hck-YEEI | Tyrosine-protein kinase HCK (Homo sapiens), P08631 | inhibition, % at 20 µM | hit rate 0.68% among 220,000 | AID 463187, 2010 | Recombinant Hck-YEEI plus Nef, Z-Lyte FRET kinase assay;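 active = Hck-Nef kinase inhibition above about 50%, limit read from the data; inactive = inhibition below that limit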;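 also: 0% = DMSO with Hck plus Nef and 100% = Hck alone without Nef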
# Runt-SMMHC FRET – inhibitors of RUNX1 Runt–CBFb-SMMHC binding, primary screen, biochemical, FRET, Cerulean-Runt, Venus-CBFb-SMMHC, uHTS; Runt-related transcription factor 1 (Homo sapiens) + Core-binding factor subunit beta …; inhibition, % at 20 µM; Cerulean-Runt/Venus-CBFb-SMMHC FRET ratio 530/480, 1 h; hit rate 0.74% among 220,000; AID 1434, 2008;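 active = mean inhibition across duplicate retests at 20 µM reaching about 50%, limit read from the data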;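 also: 0% = DMSO wells and 100% = wells with excess untagged CBFb-SMMHC; inhibitors lower the FRET ratio by blocking Runt binding to CBFb-SMMHC; some results filed as inactive read as strong as hits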
# Runt-CBFb FRET – inhibitors of RUNX1 Runt–CBFb binding, primary screen, biochemical, FRET, Cerulean-Runt, Venus-CBFb, uHTS; inhibition, % at 20 µM; hit rate 0.46% among 220,000; Cerulean-Runt/Venus-CBFb FRET ratio 530/480, 1 h; Runt-related transcription factor 1 (Homo sapiens) + Core-binding factor subunit beta …; AID 1496, 2009;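 active = inhibition over about 50% at 20 µM in the single-dose screen, limit read from the data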;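 also: 0% = DMSO wells and 100% = excess unlabeled CBFb competitor control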
#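 Assay system: Cerulean-tagged RUNX1 Runt domain (FRET donor) fusion protein / Amount: 100 nM each of Venus-CBFb and Cerulean-Runt domain / Medium: Tris buffer pH 7.5 with salts and BSA / Also added: Venus-CBFb 100 nM / Schedule: 1 h complex formation plus 1 h compound treatment, room temperature / Signal: FRET fluorescence / Read-out: loss of energy transfer signal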
# hK5 inh – human KLK5 protease inhibitors, primary screen, biochemical, 1536-well; inhibition, % at 5 µM; Kallikrein-5 (Homo sapiens), Q9Y337; hit rate 0.59% among 210,000; AID 873, 2007; recombinant hK5, fluorogenic AMC substrate cleavage;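 active = inhibition of 40% or more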;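 also: 0% = enzyme controls without compound and 100% = no-enzyme blanks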
# Target sequence (Q9Y337 67-293 limits assumed): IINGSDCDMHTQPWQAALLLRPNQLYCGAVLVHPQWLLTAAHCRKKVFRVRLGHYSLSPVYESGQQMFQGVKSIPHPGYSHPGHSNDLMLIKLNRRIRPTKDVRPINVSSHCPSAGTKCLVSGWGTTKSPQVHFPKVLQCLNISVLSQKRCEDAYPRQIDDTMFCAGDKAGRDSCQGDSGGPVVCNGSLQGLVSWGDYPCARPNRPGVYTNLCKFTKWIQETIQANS
# The depositor's hits bear a star; · = no result given; [ ] = another dose, or the depositor's remark.
# Values run as follows: FXIIa inh	14-3-3 Bad PPI	Thrombin inh	FXIa inh 1536	Wee1 stabilizer	Hck Nef HTS	Runt-SMMHC FRET	Runt-CBFb FRET	hK5 inh
CCOc1c(Br)cc(CNc2ncn[nH]2)cc1OC
→ 16	-2	0	12	-1	0	0	-2	-25
O=C(Nc1cccc(-c2cnc3ccccc3n2)c1)c1ccncc1
→ -4	7	0	-5	5	-3	-7	0	-20
CC(C)(C)NC(=O)COC(=O)c1ccc(Cl)cc1O
→ 5	-2	13	-3	-2	22	2	-1	-3
CCN1CCCc2cc(CN(CCN3CCOCC3)C(=S)Nc3ccc(OC)c(OC)c3)ccc21
→ 0	3	3	8	-2	52*	-4	-4	-15
Cc1cc(N=Cc2c(O)n(-c3ccc4c(c3)OCO4)c(=O)c3ccccc23)ccn1
→ 10	10	-6	-3	-3	-2	9	10	-3
CCc1ccc(-n2c(SCC(=O)Nc3cccc(S(=O)(=O)NC4=NCCCCC4)c3)nc3ccccc3c2=O)cc1
→ 25	4	-1	21	1	6	-5	-7	-16
Cc1ccc(NC(=O)C2(N(CC(C)C)C(=O)Cn3nnnc3N)CCCCC2)cc1
→ 7	·	-3	-5	-2	4	3	-1	-6
CCN(Cc1cc(=O)n2ccsc2n1)c1cccc2ccccc12
→ 8	-14[fluorescence artefact?]	-6	1	-1	1	15	18	-8
CC(C)(C)OC(=O)N1CC=C2C(C#N)=C(N)C(C#N)(C#N)C(c3cccs3)C2C1 (stereo not drawn)
→ 7	-6	-34	5	0	-2	-12	-1	-8
CCOC(=O)C1=C(C)N(CC(C)C)C(=O)C1
→ 6	-8	-8	3	-3	21	2	0	32
COc1ccc(/C=N/c2oc(C)c(C)c2C#N)c(OC)c1
→ 5	-11	-9	0	2	20	-7	1	-4
CCN1CCN(c2cc(C)c3cc(NC(=S)N4CCN(c5ccccc5)CC4)ccc3n2)CC1
→ 8	-8	5	-4	2	11	2	1	-2
CCn1c(O)c(C=Nc2ccccc2)oc1=S
→ 8	-12	-4	-5	14*	0	20	5	-13
CCOc1cccc(OCCCOc2ccccc2)c1
→ 4	5	-5	-12	0	5	-3	-1	-6
O=C(O)c1cccc(Oc2ncnc3sc4c(c23)CCCC4)c1
→ 7	0	-2	-1	8	3	-2	-2	2
Nc1cccc(S(=O)(=O)c2cccc(N)c2)c1
→ 3	-1	0	-7	1	-1	4	-3	4
Cc1ccc(S(=O)(=O)N2CCCCC2)cc1NC(=O)C1CC(=O)N(Cc2ccccc2)C1 (stereo not drawn)
→ 9	-17	-3	-1	-3	1	-7	-1	-23
O=C(CN1C(=O)C2C3C=CC(C4CC34)C2C1=O)Oc1ccccc1 (stereo not drawn)
→ 12	-14	0	-1	1	5	0	-1	-7
COC(=O)c1ccc(COC(=O)c2cnccn2)cc1
→ 7	2	1	1	3	9	-1	0	6
COCc1cc(C)n(CC(=O)Nc2cccc(C)c2)c(=O)c1C#N
→ 8	14	-2	1	0	-24	1	0	5
COc1ccc(C2=CC3=C(Br)C(=O)C(C)(OC(=O)c4ccc(Cl)nc4)C(=O)C3=CO2)cc1 (stereo not drawn)
→ 5	15	-8	-1	·	94*	2	2	1
COc1cc(/C=C(\C#N)c2nc3ccc(C)cc3[nH]2)cc([N+](=O)[O-])c1O
→ 8	3	5	-1	0	29	-6	0	3
Cc1[nH]n(-c2ccccc2)c(=O)c1/C=N/O
→ 4	-5	-4	-6	0	5	-6	-2	-9
Cc1occc1C(=O)NCc1cccs1
→ 5	5	-6	-1	0	1	-3	-1	13
Cc1oc(-c2ccccc2)cc1C(=O)Nc1ccc(N(C)C)cc1
→ 30	3	3	18	-2	0	3	4	-3
Cn1nc(C(C)(C)C)c([N+](=O)[O-])c1C(=O)NCCO
→ 5	-3[fluorescence artefact?]	-5	-5	1	1	-1	0	-16
CC(C)(C)c1ccc(OCC(=O)N2CCCCCC2)c(Br)c1
→ 3	0	-1	-2	3	-18	-2	-9	-4
Cc1ccc(N(CC(=O)N2CC(=O)Nc3ccccc32)S(=O)(=O)c2ccc3c(c2)OCCO3)cc1
→ 6	-8	0	5	0	1	0	0	-26
CCOC(=O)/C(C#N)=C\C=C1C=CN(C)C=C1
→ 4	-6[fluorescence artefact?]	3	-3	4	-2	-86	·	-3
Cc1nn(-c2ccccc2)c(C)c1/C=N/O
→ 10	10	2	1	0	2	0	-1	16
CN(C)c1ccc(-c2nnc(-c3cccs3)o2)cc1
→ -3	-4	-8	-6	15*	4	2	2	-29
O=C(N/C(=C\c1cccc([N+](=O)[O-])c1)C(=O)N1CCCCC1)c1cccs1
→ 2	-2	1	3	1	-2	3	-1	-21
CCC(O)(CC)C(=O)N/N=C/c1cc(Br)cc(Br)c1O
→ 7	-26	-6	2	-1	-16	30	17	-2
CCOc1ccc(-c2nnn(CC(=O)Nc3ccccc3OC)n2)cc1OCC
→ 1	-5	1	-3	0	2	-4	2	14
CN(CC(=O)Nc1ccc(N2CCOCC2)cc1)CC(=O)Nc1ccc([N+](=O)[O-])cc1Br
→ 11	-18	-1	7	0	24	1	0	12
COc1ccc(NC(=O)c2sccc2C)c([N+](=O)[O-])c1
→ 4	-8	-1	-7	-1	8	-3	-1	-11
CCCNC(=O)c1cc(-c2ccc(Br)cc2)on1
→ 10	1	-2	1	-2	-1	0	-1	-7
c1ccc(-c2ccc(C3=Nn4c(Cn5nnc6ccccc65)nnc4SC3)cc2)cc1
→ 19	-9	5	5	0	1	13	31	-12
Cc1nnc(SCC(=O)n2c3c(c4ccccc42)CCCC3)s1
→ 12	-10	-1	-1	2	0	-12	-6	4
COc1ccc(NC(=O)CSc2ccccn2)cc1
→ 20	-1	5	10	-1	0	-9	-2	-2
COc1ccc2c(c1)CCc1c(C(=O)N3CCc4ccccc4C3)noc1-2
→ 10	0	-1	0	-2	2	-5	0	-4
NNC(=O)CNC(=O)c1ccccc1F
→ 32	-9[fluorescence artefact?]	1	21	-3	1	-1	-1	-2
Clc1ccc(OCc2nn3c(-c4ccncc4)nnc3s2)cc1
→ 19	-6	2	6	0	1	-2	-2	-25
O=c1[nH]c(Cc2ccccc2)nc2ccccc12
→ 7	-8	-6	-1	-2	20	0	3	4
Cc1cc(C)cc(NC(=S)N2CCC(NC(=O)c3ccccc3C)CC2)c1
→ 5	-17	-1	0	1	19	0	2	-1
CC1=C(c2ccc(Cl)cc2)[N+](=O)C(C)(C)N1[O-]
→ 10	38	3	1	-2	-3	6	0	-9
O=C1COc2ccc(C(=O)COC(=O)C3CCN(S(=O)(=O)c4cccs4)CC3)cc2N1
→ 7	-10	-2	-7	3	-1	3	-2	-12
O=C(Nc1cccnc1)c1ccc(COc2ccccc2Br)o1
→ 2	-2	-11	1	0	8	0	0	0
CCN(CC)C(=O)CSc1nnc(-c2ccccn2)n1-c1ccc(C)c(C)c1
→ 17	-6	-15	11	-3	0	-2	1	-8
Cc1ccccc1NC(=O)CN1CCC(NC(=O)Nc2ccccc2)CC1
→ 3	4	-8	-4	-2	0	-2	0	-27
N#Cc1ccsc1NC(=O)CN(Cc1ccccc1)Cc1ccccc1
→ 10	7[fluorescence artefact?]	-5	43*	4	-2	-1	0	4
Cc1ccc(N2CCN(S(=O)(=O)N(C)C)CC2)c(C)c1
→ ·	·	·	·	5	-1	-2	-1	·
O=C(COC(=O)CNS(=O)(=O)c1c(Cl)cccc1Cl)Nc1ccccc1Sc1ccccc1
→ 12	-10[fluorescence artefact?]	-10	6	-4	4	1	-3	-24
O=C(Cc1cccs1)N(c1ccc(Cl)cc1)C1C=CS(=O)(=O)C1 (stereo not drawn)
→ 8	-1	-3	0	0	-1	-10	-1	-5
COC(=O)Nc1ccc(S(=O)(=O)Nc2ccc(C(=O)O)cc2)cc1
→ 2	1	-4	-4	2	17	-2	0	-4
CCC1=C/C(=C/N(C)c2ccccc2)C(=O)S1
→ 16	-5	1	-2	-4	3	3	15	-20
CCOC(=O)c1nn(-c2sc(C(=O)OC)c(C)c2C(=O)OC)cc1O
→ -15	8	-13	-11	2	2	-10	-2	0
O=c1c2[nH]c3ccccc3c2ncn1Cc1ccco1
→ 17	8	-1	1	3	2	6	7	-17
COc1ccccc1OCC(=O)Nc1cccc(-c2nc3ccccc3o2)c1
→ -9	1	-5	3	0	0	-5	-2	-15
O=C(COC(=O)c1ccc2c(c1)C(=O)N(c1cccc3ncccc13)C2=O)c1ccc(Cl)cc1
→ 1	75*	-9	2	-2	37	7	-3	-18

# The list continues.
# Values run as follows: FXIIa inh	14-3-3 Bad PPI	Thrombin inh	FXIa inh 1536	Wee1 stabilizer	Hck Nef HTS	Runt-SMMHC FRET	Runt-CBFb FRET	hK5 inh
CN(CC(=O)Nc1nc2ccccc2s1)S(=O)(=O)c1ccccc1
→ -7	-12	15	-5	1	1	3	-1	-20
COC(=O)c1ccc(CSc2nnc(-c3c[nH]c4ccccc34)n2C)o1
→ 0	0	-6	-6	3	1	-3	4	-1
c1ccc(-c2cc(N3CCCCC3)c3ccccc3n2)cc1
→ 16	-2	4	12	4	-13	0	0	·
O=C(Oc1ccccc1)N1CCN(c2ccc(F)cc2)CC1
→ 1	-6	-7	2	2	2	-5	-2	-12
CC(=O)c1ccc(-c2cccs2)s1
→ -65	6	-58	-39	1	38	143*	78*	-33
O=C(COC(=O)Cn1cnc2ccccc21)Nc1cccc(S(=O)(=O)N2CCOCC2)c1
→ 4	-20	2	-5	2	5	3	-1	-10
Cc1ccccc1-c1nnc(SCCOc2ccc3c(C)cc(=O)oc3c2)o1
→ 5	7	-4	0	2	7	0	-3	-6
Cc1cc(C)nc(-n2nc(C)cc2Nc2ccccc2)n1
→ -2	2	104*	-2	5	4	0	-1	54*
CCCOC(=O)c1ccc(NC(=O)C2CCCO2)cc1 (stereo not drawn)
→ 14	7	0	-3	1	0	-1	1	-10

# Some of the entries so far, with tabs:
structure	FXIIa inh	14-3-3 Bad PPI	Thrombin inh	FXIa inh 1536	Wee1 stabilizer	Hck Nef HTS	Runt-SMMHC FRET	Runt-CBFb FRET	hK5 inh
COc1ccc(C2=CC3=C(Br)C(=O)C(C)(OC(=O)c4ccc(Cl)nc4)C(=O)C3=CO2)cc1 (stereo not drawn)	5	15	-8	-1	·	94*	2	2	1
Cc1nnc(SCC(=O)n2c3c(c4ccccc42)CCCC3)s1	12	-10	-1	-1	2	0	-12	-6	4
